NOD2 inhibition – NOD2 signaling inhibitors, cell-based, luminescence, uHTS, HEK293 (AID 1566); inhibition, % at 4 µM; hits with a dose series show EC50 in µM; hit rate 0.63% among 290,000; HEK293 NOD2/NF-kB luciferase reporter, luminescence; higher % means a stronger effect; also: many of its hits are not listed in these tables
NOD1 inhibition – NOD1 signaling inhibitors, primary screen, cell-based, luminescence, uHTS (AID 1578). NOD1-driven NF-kB luciferase reporter cells, luminescence; higher % means a stronger effect. inhibition, % at 4 µM, or EC50 in µM where a hit was titrated. hit rate 1% among 290,000; in the data active = inhibition mostly above about 36%, no sharp cut-off; inactive = mostly below about 34%;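 also: HEK-293T reporter cells stimulated with the NOD1 agonist gamma-tri-DAP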
KOR beta-arrestin-1 – KOR agonists, beta-arrestin recruitment, primary screen, cell-based, luminescence, uHTS (AID 1777); Kappa-type opioid receptor (Homo sapiens); KOR beta-arrestin recruitment, luminescence; higher % means a stronger effect; one-dose activation, % at 10 µM; EC50 in µM for titrated hits; hit rate 0.02% among 280,000; in the data active = activation above about 50%, passing the limit was not always enough; also: a part of the inactive calls stands beside numbers as strong as those of hits
NTR1 agonist – agonists of NTR1, primary screen, imaging, U2OS cells, beta-arrestin-GFP, high content (AID 493036) | Neurotensin receptor type 1 (Homo sapiens), P30989 | NTR1-U2OS beta-arrestin-GFP spot imaging, agonist mode | activation, % at 20 µM | hit rate 0.17% among 330,000;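 active = activation at or above 40% of the spot to cytoplasm intensity ratio, with at least 20 cells analyzed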;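 also: 0% = DMSO without peptide and 100% = 100 nM NTR1 peptide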
Target sequence (P30989 whole entry, looked up): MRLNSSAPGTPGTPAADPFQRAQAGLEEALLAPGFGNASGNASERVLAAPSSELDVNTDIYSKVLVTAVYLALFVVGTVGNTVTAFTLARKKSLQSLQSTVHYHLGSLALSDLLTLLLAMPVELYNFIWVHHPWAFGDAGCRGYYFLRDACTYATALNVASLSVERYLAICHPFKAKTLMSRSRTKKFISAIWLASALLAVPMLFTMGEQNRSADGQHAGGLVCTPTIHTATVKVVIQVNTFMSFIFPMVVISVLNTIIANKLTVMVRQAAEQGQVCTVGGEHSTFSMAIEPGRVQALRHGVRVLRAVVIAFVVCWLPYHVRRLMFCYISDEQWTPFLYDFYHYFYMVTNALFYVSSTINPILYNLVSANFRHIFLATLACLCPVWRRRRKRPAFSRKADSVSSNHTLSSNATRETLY
T cell modulator – modulators of CD8 T cell-vesicle binding, primary screen, mouse 2C CD8+ T cells, flow cytometry. AID 2052, 2009. 2C CD8+ T cell-vesicle binding; active compounds read low. hit rate 0.068% among 330,000. calls only at 7 µM;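 active = response, share of CD8 T cells binding vesicles, and their 90th percentile fluorescence all below set limits, cut at about 80% in these data, passing the limit was not always enough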
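Benchmarks: naked versus QL9-loaded vesicles / Assay system: purified 2C TCR transgenic mouse naive CD8+ T cells / Technique: high-throughput flow cytometry with anti-B7-1 and anti-CD8 staining / Timing: Cell–vesicle co-incubation 1.5 h at 37 °C, staining 20 min on ice / Read-out: percent CD8+ FL2 mean versus row control / Probe or stimulus: QL9-loaded Drosophila micro-vesicles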
GPR55 activation – GPR55 agonists via beta-arrestin recruitment, primary screen, imaging, U2OS cells, beta-arrestin-GFP redistribution (AID 1961); hit rate 0.048% among 290,000; U2OS GPR55 beta-arrestin-GFP redistribution imaging; higher % means a stronger effect; G-protein coupled receptor 55 (Homo sapiens); one-dose activation, % at 10 µM; EC50 in µM for titrated hits;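 active = activation above 40% with more than 50 cells counted in the well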;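 also: U2OS osteosarcoma cells stably expressing GPR55 and beta-arrestin-GFP; plate controls were DMSO negative control for no effect and LPI positive control for full effect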
KOR beta-arrestin-2 – KOR antagonists, beta-arrestin recruitment, cell-based, luminescence, uHTS (AID 1778); inhibition, % at 10 µM; hits with a dose series show IC50 in µM; KOR beta-arrestin recruitment, luminescence, antagonist mode; higher % means a stronger effect; hit rate 0.091% among 290,000; Kappa-type opioid receptor (Homo sapiens); also: strong numbers were not always called active
GPR55 antagonists – GPR55 antagonists blocking LPI-driven arrestin recruitment, primary screen, imaging, U2OS, beta-arrestin-GFP, LPI agonist (AID 2013); inhibition, % at 10 µM, or IC50 in µM where a hit was titrated; G-protein coupled receptor 55 (Homo sapiens); hit rate 0.13% among 290,000; U2OS GPR55 beta-arrestin-GFP translocation imaging, LPI antagonism; higher % means a stronger effect;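 active = spots per cell inhibited over 60%, with over 100 cells counted and total cytoplasm intensity under 500,000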;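 also: U2OS cells stably carrying GPR55 and arrestin-GFP stimulated by 5 µM LPI near EC80; imaged beta-arrestin-GFP aggregate spots per cell after agonist stimulation; plate controls were LPI-stimulated DMSO wells for no effect and DMSO wells without LPI for full effect; some results filed as inactive read as strong as hits; confirmed hits need IC50 under 10 µM and bright autofluorescent wells are also inconclusive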
Myeloid diff 2 – induction of myeloid progenitor differentiation, primary screen, cell-based, flow cytometry, MLPCN library; ER-HoxA9 myeloid progenitors, lysozyme-GFP differentiation; calls only at 10 µM; hit rate 1% among 360,000;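 active = normalized GFP-positive differentiation at or above the plate's own cutoff, the solvent-only control mean plus 3 SD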;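 also: cells exposed to compound for four days before flow analysis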
T cell modulator vesicle-bound % – second read-out of T cell modulator, no call of its own (marks repeat the call); double positive events, %; measured here: CD8+ vesicle-bound cell fraction;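 binding gate set so that unloaded-vesicle control wells show 10% double positive cells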
NTR1 agonist cell count 20 µM – also measured in NTR1 agonist; calls as there; cell count; measured here: cell count, cytotoxicity flag
Myeloid diff 2 GFP+ MAC1+ % – second read-out of Myeloid diff 2, no call of its own (marks repeat the call); GFP+ MAC1+ double positive, %; measured here: differentiation confirmed by MAC1 staining
* marks the source's active call; other numbers are inactive results; i = inactive; . = no result given; + = active, no number; [ ] = dose if it differs, or a comment. Rule as the data show it, unless noted: active = inhibition above about 50%; inactive = the rest.

SMILES | NOD2 inhibition | NOD1 inhibition | KOR beta-arrestin-1 | NTR1 agonist | NTR1 agonist cell count 20 µM | T cell modulator | T cell modulator vesicle-bound % | GPR55 activation | KOR beta-arrestin-2 | GPR55 antagonists | Myeloid diff 2 | Myeloid diff 2 GFP+ MAC1+ %
N#CC(Sc1ccccn1)c1ccc(Cl)cc1Cl (configuration not stated) | 16% | -7% | -3.5% | 2.2 | 35 | i | 56 | 0.1% | 5% | 18% | i | 0.1
CCN(CC)C(c1ccc(F)cc1)c1nnnn1CC1CCCO1 (configuration not stated) | -6% | -12% | 12% | 0.5 | 46 | i | 18 | -0.2% | -31% | 2% | i | 0.8
S=c1[nH]nc2c3c4c(sc3ncn12)CCCC4 | 0% | 16% | -0.7% | -0.7 | 53 | i | 17 | 0.3% | 27% | -1% | i | 0.8
Cc1cc(C)cc(NC(=O)c2cccn2-c2ncc(C(F)(F)F)cc2Cl)c1 | 14% | 18% | 3.6% | 3.5 | 77 | i | 20 | 0.0% | 10% | 37% | i | 0.7
O=C(C1CCC(=O)N(C2CC2)C1)N1CCN(c2ccc(Cl)cc2)CC1 (configuration not stated) | -1% | -28% | -3.7% | 1.5 | 63 | i | 60 | 0.0% | 24% | 6% | i | 1.2
COc1ccc(Cn2nnnc2CN(Cc2cc3cccc(C)c3[nH]c2=O)C2CCCC2)cc1 | 12% | -32% | 4.0% | 2.1 | 47 | i | 14 | -0.1% | -51% | 22% | i | 11
COC(=O)C(NC(=O)C(C)Oc1ccccc1)C(C)C (configuration not stated) | 19% | 5% | -3.5% | -0.2 | 53 | . | . | -0.1% | -3% | 15% | i | 0.5
CCOc1ccc(C(=O)OCC(=O)Nc2ccc(SC(F)F)cc2)cc1OCC | 13% | -20% | 7.4% | 2.0 | 79 | i | 28 | 0.0% | 18% | 5% | i | 1.0
COC(=O)/C(C#N)=C/c1c(Oc2cc(C)cc(C)c2)nc2ccccn2c1=O | -1% | -1% | 2.4% | 2.0 | 57 | i | 58 | -0.3% | 1% | 1% | i | 1.1
CCC1Sc2ccc(S(=O)(=O)CCC(=O)NCc3ccc(C)o3)cc2NC1=O (configuration not stated) | 20% | 4% | -1.1% | 1.0 | 71 | i | 2 | -0.1% | 9% | 8% | i | 2.9
COc1ccc(NC(=O)C2OC3OC(C)(C)OC3C3OC(C)(C)OC23)cc1 (configuration not stated) | -1% | -15% | -0.6% | 3.2 | 65 | i | 7 | 0.1% | -39% | -8% | i | 0.6
Cc1nn(-c2ncc(C(F)(F)F)cc2Cl)c(=O)n1-c1ccccc1Cl | 14% | -8% | -6.0% | 2.8 | 57 | . | . | 0.2% | -23% | 3% | i | 0.2
O=C(Cn1nc(C(=O)O)c2ccccc2c1=O)Nc1ccc2c(c1)OCO2 | 22% | -5% | 0.4% | -0.2 | 55 | i | 25 | -0.2% | -10% | 6% | i | 0.5
COc1ccc(CCNC(C)=O)cc1 | 4% | 4% | 0.9% | -0.1 | 45 | i | 53 | -0.2% | -28% | -8% | i | 0.7
O=S(=O)(Cc1ccc(Cl)cc1)N1CCN(Cc2ccc3c(c2)OCO3)CC1 | -28% | -14% | -3.9% | 0.5 | 38 | i | 16 | 0.2% | 1% | 0% | i | 0.7
O=C(NCc1ccc2c(c1)OCO2)c1nnc(Cc2ccc(F)cc2)o1 | 10% | -13% | -1.2% | 3.3 | 53 | i | 40 | 0.3% | 18% | 7% | i | 1.5
COc1ccc(C(=O)N2CCN(c3ccc(C)c(C)c3)CC2)cc1OC | 8% | -35% | -1.1% | -1.6 | 37 | i | 65 | -0.1% | -4% | 12% | i | 0.6
O=C(Cn1ncn2c(cc3sccc32)c1=O)NC1CCCC1 | -14% | -40% | -3.3% | -0.2 | 48 | i | 9 | 1.6% | -10% | 14% | i | 4.1
CSC1=NSC2=NC(=O)/C(=C/c3coc4ccc(O)cc4c3=O)C(=N)N12 | 9% | 10% | 0.9% | -0.6 | 82 | i | 58 | 0.5% | 4% | 24% | + | 3.2*
O=C(O)CNS(=O)(=O)c1cccc(Cl)c1 | 27% | -4% | 3.0% | 0.3 | 49 | i | 35 | -0.2% | 0% | 10% | i | 0.2
CCOC(=O)C1CCN(C(=O)C2CCN(S(=O)(=O)c3cccc4cccnc34)CC2)CC1 | 5% | -2% | 3.7% | . | . | . | . | 0.2% | 23% | 7% | . | .
C=CCNC(=O)C1CC(=O)N(c2ccc(OCC(=O)Nc3ccc(Cl)cc3)cc2)C1 (configuration not stated) | 6% | -31% | -3.1% | -0.6 | 56 | i | 50 | 0.5% | -7% | -9% | i | 2.8
CC(C)(C)OC(=O)N1CCC[C@H]1C(=O)Nc1ccc(Br)cc1 | 3% | -3% | -1.7% | 0.4 | 78 | i | 44 | 0.0% | -24% | -4% | i | 0.7
O=C(NC1CCCCC1)C(c1ccco1)N(C(=O)c1csnn1)c1cccc(F)c1 (configuration not stated) | 0% | -11% | -0.9% | -0.1 | 50 | i | 39 | -0.2% | -4% | -6% | i | 0.3
O=C(Cn1c(C(=O)N2CCN(C3CCCC3)CC2)cc2sccc21)c1ccccc1 | -4% | -16% | 15% | -0.8 | 41 | i | 7 | -0.2% | -4% | 3% | i | 8.9
Cc1ccc(C)c(CN2CCC(CNC(=O)Nc3cccc(Cl)c3C)CC2)c1 | -3% | 2% | -0.9% | 1.2 | 47 | i | 23 | 0.0% | 23% | 18% | i | 0.6
CCOc1cccc(/C=C/c2ccc3cccc(O)c3n2)c1OC | -11% | 3% | -1.2% | 79* | 40* | . | . | 0.0% | -35% | 3% | i | 0.3
Cc1onc(-c2c(F)cccc2Cl)c1C(=O)N1CCCCC1 | -5% | 12% | 0.2% | 0.1 | 47 | i | 60 | 0.4% | 19% | 24% | i | 0.5
Cc1ccc(C(C(=O)NCc2ccccc2)N(C(=O)c2ccccn2)c2ccccc2)o1 (configuration not stated) | -1% | -15% | 1.0% | 1.6 | 59 | i | 20 | -0.1% | 20% | 8% | i | 1.2
CCCCN(C)S(=O)(=O)c1ccc(C(=O)Nc2nnc(CSC)o2)cc1 | 23% | 33% | 4.4% | -1.3 | 87 | i | 48 | -0.1% | -24% | 0% | i | 0.6

Some of these compounds in order of the NOD2 inhibition value, ascending.
| SMILES | NOD2 inhibition |
| --- | --- |
| CCOc1cccc(/C=C/c2ccc3cccc(O)c3n2)c1OC | -11% |
| C=CCNC(=O)C1CC(=O)N(c2ccc(OCC(=O)Nc3ccc(Cl)cc3)cc2)C1 (configuration not stated) | 6% |
| CSC1=NSC2=NC(=O)/C(=C/c3coc4ccc(O)cc4c3=O)C(=N)N12 | 9% |

(cont.)
SMILES | NOD2 inhibition | NOD1 inhibition | KOR beta-arrestin-1 | NTR1 agonist | NTR1 agonist cell count 20 µM | T cell modulator | T cell modulator vesicle-bound % | GPR55 activation | KOR beta-arrestin-2 | GPR55 antagonists | Myeloid diff 2 | Myeloid diff 2 GFP+ MAC1+ %
CC(=O)OC1OCCOC1NC(=S)Nc1cccc(C(F)(F)F)c1 (configuration not stated) | -28% | -38% | -6.7% | 0.1 | 66 | i | 54 | -0.4% | 31% | 9% | i | 0.4
O=C(c1ccccc1)N1CCCC(c2nc3c(nnn3Cc3ccccc3)c(=O)[nH]2)C1 (configuration not stated) | 7% | -6% | -1.0% | 1.3 | 52 | i | 17 | -0.3% | 8% | 4% | i | 4.1
O=C(NC12CC3CC(CC(C3)C1)C2)c1cc2nc(-c3ccco3)cc(C(F)(F)F)n2n1 | 37% | 13% | 8.6% | 20 | 49 | i | 60 | -0.1% | 8% | -3% | i | 0.1
COc1cc2c(=O)n(CCCN3CCOCC3)c(=S)[nH]c2c(OC)c1OC | -2% | -3% | 0.3% | 4.8 | 77 | i | 17 | 0.8% | -17% | -9% | i | 0.5
Cc1ccc2oc(C(=O)Nc3ccc(S(=O)(=O)Nc4onc(C)c4C)cc3)cc(=O)c2c1 | 9% | -18% | 11% | -0.6 | 61 | i | 10 | 0.0% | -3% | 13% | i | 0.7
CC(C)CN1CCN(Cc2c[nH]c3ccccc23)CC1CCO (configuration not stated) | 11% | 6% | -4.2% | 3.1 | 59 | i | 53 | 0.4% | 12%[20 µM] | -6% | i | 0.5
CCOC(=O)c1cc(NC(=O)C2C3CCC(O3)C2C(=O)O)cc(C(=O)OCC)c1 (configuration not stated) | -10% | 9% | 5.7% | -1.9 | 86 | i | 39 | -0.1% | 17% | 11% | i | 7.2
CCS(=O)(=O)N1CCN(c2nc(-c3ccccc3)cs2)CC1 | -14% | -10% | 2.8% | 0.7 | 96 | i | 5 | -0.2% | -33% | 19% | i | 6.2
CCOc1cc(CNc2ccc(S(N)(=O)=O)cc2)cc(Cl)c1OC | 7% | -1% | 1.5% | 1.4 | 55 | i | 45 | 1.2% | 12% | 5% | i | 0.7
CCN(CC)C(C)C#CCC(c1ccccc1)c1ccccc1 (configuration not stated) | 0% | -1% | 8.4% | . | . | . | . | -0.1% | -24% | 18% | . | .
C/C(=N\N1CCN(Cc2ccc(C)cc2)CC1)c1ccco1 | 14% | -3% | -1.8% | 0.9 | 58 | i | 37 | -0.5% | -14% | 15% | i | 0.7
Cc1cc(C)c(NC(=O)C2C3/C=C\CCCCC32)c(C)c1 (configuration not stated) | -6% | -17% | 13% | -4.3 | 21 | i | 13 | -0.1% | 3% | 10% | i | 0.9
CCOC(=O)c1cccc(NC(=O)CCc2nnc3ccc(N4CCCCC4)nn23)c1 | 12% | -21% | 0.9% | 5.8 | 52 | i | 24 | -0.1% | -14% | 5% | i | 3.3
COc1cc(/C=N/OCC(=O)NC2CCS(=O)(=O)C2)ccc1OC(F)F (configuration not stated) | 11% | 11% | 9.3% | 3.0 | 46 | i | 34 | 0.2% | -24% | 4% | i | 0.7

Bioassay records: PubChem BioAssay, several laboratories

Some of the compounds tested. The share of hits here may be higher or lower than overall.
